Bioassay records from PubChem BioAssay.
Dicer processing: inhibitors of human Dicer processing of pre-microRNA; Q9UPY3; cat-ELCCA pre-miR-21 Dicer processing, chemiluminescence; stronger effect = higher value; z-score at 25 µM; 6% of 47,000 active; AID 1347074; in the data active = z-score above about 3, passing the limit was not always enough;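 note: plate controls were vehicle for no effect and no enzyme for full effect; higher signal means more uncleaved substrate so more Dicer inhibition; strong numbers were not always called active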
An asterisk follows results filed as active; & = joins results of further samples.

SMILES | Dicer processing
CCOc1ccc(C2C(C(=O)OCc3ccc(OC)cc3)=C(C)NC3=C2C(=O)CC(C)(C)C3)cc1 (stereo not given) | 1.54
CN1N=C(c2ccc3ccccc3c2)CC1c1ccc(C(F)(F)F)cc1 (stereo not given) | 1.25
OCCN1CCN(c2ncc(C(F)(F)F)cc2Cl)CC1 | 7.3
Cc1cc(NC2=CC(=O)CC(C)(C)C2)n[nH]1 | 0.96
COCCN1C(=O)C(=O)/C(=C(\O)c2ccc(OC)c(C)c2)C12C(=O)N(C)c1ccccc12 (stereo not given) | 3.23*
Cc1cc(C)c2c(n1)sc1c(=O)n(/N=C/c3ccc(Cl)cc3Cl)nnc12 | 2.51
Cc1nc(N)nc(N/N=C/c2ccccn2)n1 | 1.37
COc1ccc(OC)c(C2Oc3ccccc3C3CC(c4ccccc4O)=NN32)c1 (stereo not given) | 5.97*
CCN1C(=O)C2(/C(=C(/O)c3ccc(OC)cc3)C(=O)C(=O)N2CCCN(C)C)c2ccccc21 (stereo not given) | 3.26*
CCc1c(O)nc(SCC(=O)N2CCc3ccccc32)n(-c2ccc(F)cc2)c1=O | -0.56
C#CC(CC)(CC)NC(=O)NC(=O)c1ccc(F)c(Cl)c1 | 0.58
CSC(=CC(=O)c1ccc(Oc2ccc(Cl)cc2Cl)cc1)SC | 1.32
CC(=O)OC[C@@H](OC(C)=O)[C@@H](OC(C)=O)[C@H](C#N)OC(C)=O | 0.65
CC(C)S(=O)(=O)c1csc(C(=O)NNS(=O)(=O)c2ccc(Cl)cc2)c1-n1cccc1 | -0.91
Cc1ccc(NC(=S)Nc2ccc(C)cc2C)c(C)c1 | 0.92
Cc1nc(N2CCCCC2)c(C#N)c(C)c1[N+](=O)[O-] | 4.49*
CCOC(=O)NNC(=S)NC(C)CC (stereo not given) | 0.18
O=S(=O)(NC1CCCCC1SC1=NCCS1)c1ccc(Cl)cc1 (stereo not given) | 2.52
Fc1ccc(C2CC(c3cccc4ccccc34)n3ncnc3N2)cc1 (stereo not given) | 0.25
N#Cc1cnn2c(N)c(-c3ccccc3)cnc12 | 0.59
C#CCSc1nc(C(OC)OC)c(C(=O)OC)cc1C#N | -0.41
O=C1C2C3C=CC(CC3)C2C(=O)N1Cc1ccccc1 (stereo not given) | 0.77
CCOC(=O)C(Nc1cccc(Cl)c1)C(=O)OCC | -1.26
O=C1c2oc3ccccc3c(=O)c2C(c2cccc(O)c2)N1CCCN1CCOCC1 (stereo not given) | 0.5
O=C1OCc2ccc(NC(=O)c3sccc3Cl)cc21 | -1.93
Remaining list, next part
SMILES | Dicer processing
COc1cc(C2c3c(oc4ccccc4c3=O)C(=O)N2c2nnc(C(C)C)s2)ccc1O (stereo not given) | -0.13
O=C(Nc1ccc(Cl)cc1)Nc1ccc(Br)c2cccnc12 | -1.02
CCCC(=O)Nc1c(C(=O)OCC)[nH]c2ccc(Br)cc12 | 1.22
Cc1cc2c(cc1C)NC(=O)c1ccccc1C(c1ccccc1)=N2 | 3.09*
Cc1nc2c(-c3ccccc3)c(C(F)(F)F)nn2c(C)c1-c1ccccc1 | -0.38
O=C(OCc1nc2ccccc2s1)c1ccc([N+](=O)[O-])o1 | -0.88
CNS(=O)(=O)c1ccc(OC)c(-c2nnc3c4ccccc4c(C)nn23)c1 | -0.01
COc1ccc(Oc2coc3cc(OC(=O)c4ccco4)ccc3c2=O)cc1 | 0.95
CC(C)c1ccc(CNc2nc3ccccc3n2C)cc1 | 2.63
CCOC(=O)CN1C(=O)c2ccccc2S1(=O)=O | -0.12
Cn1c(CNC(=O)OC(C)(C)C)nnc1SCC(=O)c1ccc(Cl)cc1 | -0.04
Cc1ccc(-c2nnc3c4ccccc4c(C)nn23)cc1S(=O)(=O)N1CCCC1 | 3.21*
N#Cc1ccc(-c2ccccc2)nc1SCC(=O)OCc1ccccc1 | 0.53
C=CCNC(=S)Nc1sc2c(c1C#N)CCCC2 | 0.26
N#Cc1c(SCC(=O)Nc2cc(Cl)cc(Cl)c2)nc2c(c1/C=C\c1ccccc1)CCC2 | -0.39
CC1(C)CC(=O)C2=C(C1)Nc1ccccc1NC2c1coc2ccccc2c1=O (stereo not given) | 0.49
CC1(C)CC(NC(=O)CCC(=O)NC2CC(C)(C)NC(C)(C)C2)CC(C)(C)N1 | -0.08
CC1=C(C(=O)OCCc2ccccc2)C(c2ccc(C)o2)C2=C(CCCC2=O)N1 (stereo not given) | 0.72
CCOC(=O)c1cncc(Br)c1 | 2.2
O=C(O)CN(CCOCCOCCN(CC(=O)O)CC(=O)O)CC(=O)O | -3.23
CCOC(=O)c1c(N/N=C/c2ccc(F)c(F)c2)n[nH]c1C | -0.47
COC(=O)c1c(-c2c(Cl)cccc2Cl)noc1NC(=O)NCc1ccccc1 | -1.28
CN1[C@@H]2CCC[C@H]1CC(NC(=O)c1nn(C)c3ccccc13)C2 (stereo not given in full) | -0.06
Cn1nc(OC(C)(C)C(=O)O)cc1C(F)(F)F | 1.35
CN(C)c1ccc2c3c(cccc13)C(=O)N(c1ccccc1)C2=O | 3.38*
Going on with the list:
SMILES | Dicer processing
COC(=O)C1=C(C)NC2=C(C(=O)CCC2)C1c1ccc(C(=O)OC)cc1 (stereo not given) | -0.18
Fc1cccc(Cl)c1CN1CCN(CCCNc2nc(-c3ccccc3)ns2)CC1 | -0.74
Cc1ccnc(NC(=O)C(=O)NC(=O)c2c(F)cccc2Cl)c1 | 0.3
CN(C)S(=O)(=O)N(CC(=O)Nc1ccc(S(=O)(=O)N2CCCC2)cc1)c1ccccc1 | -0.99
Cc1onc(-c2c(Cl)cccc2Cl)c1C(=O)O/N=C(\N)CN1CCSCC1 | 0.93
COC(=O)C1=C(C)Nc2ncnn2C1c1cccc(F)c1 (stereo not given) | -0.01
CCOC(=O)c1sc(N2C(=O)c3oc4ccccc4c(=O)c3C2c2ccc(F)cc2)nc1C (stereo not given) | -0.43
CCOC(=O)C1=C(N)Oc2ccc(Br)cc2C1C(C#N)C(=O)OCC (stereo not given) | -0.28
C/C=C(\C)C(=O)Nc1ccccc1CC1c2ccccc2CCN1C (stereo not given) | -1.08
Brc1cccc(-c2nc(-c3ccncc3)no2)c1 | -1.78
O=c1[nH]c2c(F)cccc2c(O)c1-c1ccccc1 | -0.48
O=C(N=S1CCN(S(=O)(=O)c2ccc(Cl)cc2)CC1)Nc1ccc(Cl)cc1 | -0.71
COc1ccc(O)c(C2=NN3C(C2)c2cccc(OC)c2OC3c2ccc(F)cc2)c1 (stereo not given) | 1.36
c1cc2c(cc1-c1csc(-c3ccc4c(c3)OCCO4)n1)OCCCO2 | -1.23
O=C(Nc1ccc(OC(F)(F)F)cc1Br)c1cnccn1 | -1.84
NS(=O)(=O)c1ccc(NC(=O)c2ccc(S(=O)(=O)N3CCOCC3)o2)cc1 | -0.68
COc1cc(/C=C(\C#N)C(N)=O)ccc1O | -0.5
N#CC1=C(N)Oc2cc(O)ccc2C1c1ccccc1Cl (stereo not given) | 0
Cc1cc(=O)n2c(n1)NC(Nc1ccc(F)cc1)=NC2c1cccs1 (stereo not given) | 0.03
COC(=O)C(C)(N)Cc1ccc(O)cc1 (stereo not given) | -0.77&0.16
Nc1ncnc2nc(N3CCN(C(=O)c4ccccc4)CC3)[nH]c12 | 2.04
COCc1cc(C)nc2sc(C(=O)OC)c(N)c12 | 1.03
CCCCNC(=O)c1cc2cc(CC)ccc2[nH]1 | -0.37
O=C(CSc1ssc(=S)c1-c1ccccc1)c1ccc(Cl)cc1 | -0.55
CCc1nc(N)nc(N)c1-c1ccc(Cl)cc1 | -0.03
(cont.)
SMILES | Dicer processing
CCOC(=O)c1c(C)oc2ccc(OCc3ccc(C(=O)OC)cc3)cc12 | 0.32
Cc1ccc2oc(-c3ccc(C)c(NC(=O)c4ccc([N+](=O)[O-])o4)c3)nc2c1 | 1.96
CN1CCN(Cc2c(O)ccc3c(=O)c(-c4ccc(Cl)cc4)coc23)CC1 | 0.48
COc1ccc(C(=O)CSc2nnc(-c3cc(C)on3)o2)cc1 | -1.93
CN(C)c1ccc(C2Nc3cc(Cl)ccc3O2)c(Cl)c1 (stereo not given) | 1.77
CSc1nn(-c2ccccc2)c(N)c1S(=O)(=O)c1ccc(Cl)cc1 | -0.93
O=C(O)CCCCOc1ccc2oc3ccccc3c(=O)c2c1 | 0.21
Cc1ccc2nc(C)c3c(c2c1)N(c1ccc(F)cc1)CC3 | -1.39
Cc1ccc(-c2nnc3c4ccccc4c(C)nn23)cc1S(=O)(=O)N1CCN(C)CC1 | 1.13
C=C(C)CC1C(=O)N(S(=O)(=O)c2ccc(Cl)cc2)N=C1C (stereo not given) | -1.62
COc1ccc(NS(=O)(=O)c2ccc(C)c(Cl)c2)cn1 | 0.45
COc1ccccc1NC(=O)c1c(NC(=O)c2ccco2)sc2c1CCC2 | 0.05
CCOc1ncnc2c1sc1nc(N3CCOCC3)c3c(c12)CCCC3 | 1.38
CCCN[C@H]1CCc2nc(N)sc2C1 | 0.91&0.14
Cn1c(=O)c2c(c3ccccc31)OC(=O)CC2c1ccccc1F (stereo not given) | 1.35
COc1cccc(SCC(=O)NCCSCc2ccco2)c1 | -0.15
COc1ccccc1Nc1ncc(-c2cccs2)s1 | -1.04
CC1(C)CC(=O)C2=C(C1)Nc1nc(SCc3ccccc3)[nH]c(=O)c1C2c1ccc2c(c1)OCO2 (stereo not given) | -0.1
COc1ccc(Br)c(C(=O)/C(C#N)=C/c2ccc(N(C)C)cc2)c1 | 6.19*
NC(=S)c1ccc(OCC(F)(F)F)nc1 | -2.3
CSc1nc2cc(-c3ccccc3)nn2c(N)c1S(=O)(=O)C(C)C | -0.96
COc1cc(C(F)(F)F)cc(C(F)(F)F)c1C(N)=O | -0.07
Cc1ccc(S(=O)(=O)N/N=C2/CCCCCCCCCCC2CCC#N)cc1 (stereo not given) | -2.01
COC(=O)C1=C(C)NC2=C(C(=O)CCC2)C1c1ccccc1N1CCOCC1 (stereo not given) | -1.48
O=C1N(Cc2ccc(Cl)cc2)c2ccccc2C1(O)c1c[nH]c2ccccc12 (stereo not given) | 2.65
More entries.
SMILES | Dicer processing
COc1ccc(-c2occ(C(=O)O)c2C(=O)O)cc1 | 2.11
O=[N+]([O-])c1cc(C2SCCS2)ccc1OCc1ccc(F)cc1 | -0.84
CCOC(=O)NC(Nc1ccccc1F)(C(=O)OCC)C(F)(F)F (stereo not given) | -0.32
CC(C)(C)c1cc2ncnc(NC3CCN(Cc4ccccc4)CC3)c2s1 | -0.14
Cc1cc(-c2nnc(CSc3nnc(NC(=O)c4ccc(Cl)s4)s3)o2)ccc1[N+](=O)[O-] | 0.48
Cc1cc2n(n1)C(c1ccc(Cl)cc1)Nc1c(C)cccc1-2 (stereo not given) | 3.76*
COc1ccc(O)c(C2=NN3C(C2)c2ccccc2OC3c2ccc(OC)c(OC)c2)c1 (stereo not given) | 5.95*
CCCCCOC(=O)C(C)Sc1n[nH]c(=O)[nH]c1=O (stereo not given) | 0.15
CC1(C)N=C(N)N=C(N)N1c1cccc(C(F)(F)F)c1 | 0.13
CCOC(=O)CC(Sc1ccccc1N)c1cc(OC)c(OC)c(OC)c1 (stereo not given) | -0.16
S=C1N2CCN=C2SC2=NCCN12 | 0.82
COc1cc(N=Cc2cccs2)c(OC)cc1Cl | -0.35
COC(=O)c1cc(/C=N/NS(=O)(=O)c2ccc(C)cc2)cn1C | -2.31
COc1ccc(OC)c(/C=C/c2c([N+](=O)[O-])c(=O)n(C)c(=O)n2C)c1 | -1.95
CCOc1cc(C2c3c(oc4ccc(C)cc4c3=O)C(=O)N2Cc2ccc(F)cc2)ccc1O (stereo not given) | -0.13
O=C(CSc1nc2ccccc2nc1N1CCCC1)NC1CCCC1 | -0.33
C/C(=N\NC(N)=O)c1ccccc1OCC(=O)O | 1.4
COc1ccc(-c2noc(-c3ccc(Br)cc3)n2)cc1OC | 0.33
CC(=O)NCCSCc1c(F)cccc1Cl | 0.76
COc1ccc(C(C)=O)cc1CSc1nnc(SCc2cc(C(C)=O)ccc2OC)s1 | -0.12
COc1ccc(C2CC(=O)C3=C(C2)Nc2ccccc2NC3c2ccc(Cl)cc2)cc1 (stereo not given) | 1.96
Cc1ccc(-c2c3c(=O)n(C)c(=O)n(C)c3cn2C(C)(C)C)cc1 | 0.54
CCOC(=O)c1ccc(C(=S)N2CCCC2)cc1 | -1.08
OCCCNC(=S)Nc1cc(Cl)ccc1Cl | 1.18

Look-ups from the entries so far.
COc1ccc(C2CC(=O)C3=C(C2)Nc2ccccc2NC3c2ccc(Cl)cc2)cc1 (stereo not given) in Dicer processing reads 1.96
Cc1ccc(S(=O)(=O)N/N=C2/CCCCCCCCCCC2CCC#N)cc1 (stereo not given) in Dicer processing reads -2.01

Structural class: those above containing an aryl thioether with sulfur outside any ring (16)
SMILES | Dicer processing
CCc1c(O)nc(SCC(=O)N2CCc3ccccc32)n(-c2ccc(F)cc2)c1=O | -0.56
C#CCSc1nc(C(OC)OC)c(C(=O)OC)cc1C#N | -0.41
Cn1c(CNC(=O)OC(C)(C)C)nnc1SCC(=O)c1ccc(Cl)cc1 | -0.04
N#Cc1ccc(-c2ccccc2)nc1SCC(=O)OCc1ccccc1 | 0.53
N#Cc1c(SCC(=O)Nc2cc(Cl)cc(Cl)c2)nc2c(c1/C=C\c1ccccc1)CCC2 | -0.39
O=C(CSc1ssc(=S)c1-c1ccccc1)c1ccc(Cl)cc1 | -0.55
COc1ccc(C(=O)CSc2nnc(-c3cc(C)on3)o2)cc1 | -1.93
CSc1nn(-c2ccccc2)c(N)c1S(=O)(=O)c1ccc(Cl)cc1 | -0.93
COc1cccc(SCC(=O)NCCSCc2ccco2)c1 | -0.15
CC1(C)CC(=O)C2=C(C1)Nc1nc(SCc3ccccc3)[nH]c(=O)c1C2c1ccc2c(c1)OCO2 (stereo not given) | -0.1
CSc1nc2cc(-c3ccccc3)nn2c(N)c1S(=O)(=O)C(C)C | -0.96
Cc1cc(-c2nnc(CSc3nnc(NC(=O)c4ccc(Cl)s4)s3)o2)ccc1[N+](=O)[O-] | 0.48
CCCCCOC(=O)C(C)Sc1n[nH]c(=O)[nH]c1=O (stereo not given) | 0.15
CCOC(=O)CC(Sc1ccccc1N)c1cc(OC)c(OC)c(OC)c1 (stereo not given) | -0.16
O=C(CSc1nc2ccccc2nc1N1CCCC1)NC1CCCC1 | -0.33
COc1ccc(C(C)=O)cc1CSc1nnc(SCc2cc(C(C)=O)ccc2OC)s1 | -0.12

Not all compounds are listed; count on the stated rates, not on these rows.
